Screening data as filed in PubChem BioAssay.
PfHsp90 set2 – reduces growth (ATP signal) of yeast expressing P. falciparum Hsp90; 310,000 compounds, 0.32% hits; inhibition, % at 9.4 µM; S. cerevisiae expressing PfHsp90, BacTiter-Glo ATP, 48 h; yeast lacking PDR1 and PDR3 efflux regulators;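 active = every replicate shows inhibition above about 80%, whatever the replicate mean, limit read from the data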;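 also: 0% = DMSO neutral controls and 100% = 20 µM radicicol positive controls; yeast relying on Plasmodium falciparum Hsp90 in place of its own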
Mot1-301 SUMO – inhibitors of SUMOylation pathway: yeast Mot1-301 growth rescue; 320,000 compounds, 1% hits; growth rescue, % at 18.8 µM; S. cerevisiae Mot1-301 growth rescue, ATP luminescence, 38.5C; percent above DMSO median, 100 means doubled;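 active = every valid replicate shows activation above 250% relative to neutral control wells; inactive = the rest, any valid replicate at or below 250%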;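 also: OY570 slx delta 5 strain wells were the positive control but not used for scaling; some compounds called inactive have numbers as strong as hits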
Rtt109 HAT inh – blocks Candida albicans Rtt109/Vps75 acetyltransferase activity; purified Rtt109/Vps75, ThioGlo CoA-SH fluorescence, 4 h; Q5AAJ8; 330,000 compounds, 0.16% hits; inhibition, % at 34.9 µM;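 active = inhibition of at least 50% in every replicate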
Target sequence (Q5AAJ8 whole entry, looked up): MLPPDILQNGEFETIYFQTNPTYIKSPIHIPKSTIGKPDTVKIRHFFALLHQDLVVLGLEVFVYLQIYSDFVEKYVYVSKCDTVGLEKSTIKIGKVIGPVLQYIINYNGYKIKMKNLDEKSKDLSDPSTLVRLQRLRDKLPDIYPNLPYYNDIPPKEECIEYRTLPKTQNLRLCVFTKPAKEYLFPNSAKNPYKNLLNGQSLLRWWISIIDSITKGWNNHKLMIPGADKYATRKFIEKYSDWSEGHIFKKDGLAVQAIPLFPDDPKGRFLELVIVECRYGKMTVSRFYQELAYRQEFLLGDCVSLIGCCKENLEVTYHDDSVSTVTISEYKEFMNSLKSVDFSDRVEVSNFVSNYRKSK
C-LANA FP – KSHV C-LANA DNA binding inhibition | MBP-C-LANA/FAM-LBS DNA binding, fluorescence polarization | inhibition, % at 9 µM | 340,000 compounds, 0.078% hits | AID 504423;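 active = highest replicate inhibition at or above 60% at 9 µM, even if other replicates fall short; inactive = all replicates below 60% inhibition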;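 also: 0% = neutral control wells and 100% = 4 µM acridine orange control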
RTF Ca sens act – cardiac RTF calcium sensitization | P19429+P45379 | IANBD-labeled TnC RTF fluorescence at EC20 calcium; 0% EC20 calcium, 100% full calcium | activation, % at 7.2 µM | 340,000 compounds, 0.24% hits | AID 493008;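 active = activation above the mean over all tested compounds plus 3 SD, cut at about 30% in these data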;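 also: rise in fluorescence read as greater calcium sensitivity of cardiac thin filaments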
dFosB activator – activators of mouse delta FosB homodimer. P13346. purified delta FosB, TAMRA-CDK5 oligo fluorescence polarization; percent of positive-control signal above neutral wells. activation, % at 25 µM. 340,000 compounds, 0.99% hits. AID 493131;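 active = mean activation above about 17%, with every replicate also reaching it, limit read from the data, passing the limit was not always enough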;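 also: fluorescence polarization rise as delta FosB binds a TAMRA Cdk5 AP-1 oligo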
PvdQ acylase – blocks Pseudomonas aeruginosa PvdQ acylase activity; purified PvdQ acylase, fluorescence plate reader; AID 488965; 340,000 compounds, 0.063% hits; inhibition, % at 10 µM; in the data active = inhibition above about 30%, passing the limit was not always enough;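 also: 0% = vehicle neutral wells and 100% = reference inhibitor wells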
CDK5 p35 inh – CDK5/p35 (human) kinase inhibition; Q00535+Q15078; Recombinant CDK5/p35, ADP-Glo luminescence, 60 min; inhibition, % at 10 µM; 330,000 compounds, 0.01% hits;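 active = highest replicate inhibition of at least 50% and at least 75% of replicates reaching 50%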;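 also: plate controls were DMSO neutral control for no effect and GW8510 at 10 µM for full effect; many of its hits are not listed in these tables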
Keap1 Nrf2 FP – inhibitors of human Keap1-Nrf2 protein-protein interaction; AID 504523; inhibition, % at 9.4 µM; 340,000 compounds, 0.15% hits; Q14145; Keap1 Kelch-Nrf2 peptide fluorescence polarization, 1536-well; in the data active = inhibition above about 12%;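 also: human Keap1 Kelch domain with fluorescein labeled Nrf2 9mer peptide probe; 0% = neutral control wells and 100% = peptide positive control; higher means more block of Keap1 binding to Nrf2 peptide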
Target sequence (Q14145 whole entry, looked up, the tested form may be a part): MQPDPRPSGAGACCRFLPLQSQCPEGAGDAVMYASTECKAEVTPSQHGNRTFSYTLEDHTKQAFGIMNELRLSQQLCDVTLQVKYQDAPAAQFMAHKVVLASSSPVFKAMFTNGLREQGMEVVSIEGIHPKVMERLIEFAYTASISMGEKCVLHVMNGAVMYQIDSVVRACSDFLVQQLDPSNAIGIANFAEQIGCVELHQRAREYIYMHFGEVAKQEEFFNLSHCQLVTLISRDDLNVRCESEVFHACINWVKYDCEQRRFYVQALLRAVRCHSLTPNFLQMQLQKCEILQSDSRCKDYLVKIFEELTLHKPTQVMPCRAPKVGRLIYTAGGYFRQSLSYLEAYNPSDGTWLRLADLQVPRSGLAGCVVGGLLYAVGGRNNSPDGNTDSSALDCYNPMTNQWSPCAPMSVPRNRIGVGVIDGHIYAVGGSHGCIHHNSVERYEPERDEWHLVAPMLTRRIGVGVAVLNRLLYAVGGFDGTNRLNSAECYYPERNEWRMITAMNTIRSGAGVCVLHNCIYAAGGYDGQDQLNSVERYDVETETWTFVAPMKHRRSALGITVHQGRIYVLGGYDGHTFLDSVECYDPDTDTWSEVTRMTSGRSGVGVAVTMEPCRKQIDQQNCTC
RTF Ca sens inh – cardiac RTF calcium desensitization. AID 493244. inhibition, % at 7.15 µM. IANBD-labeled cardiac RTF, Ca2+ fluorescence. 340,000 compounds, 0.12% hits. P19429+P45379;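 active = inhibition above the mean inhibition of all tested compounds plus 3 SD, cut at about 17% in these data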;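 also: assay run at fixed EC70 calcium of 1.6 mM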
NSD2 HMT inh – blocks human histone methyltransferase NSD2; O96028; NSD2 peptide methylation, AlphaScreen, 120 min; inhibition, % at 12.5 µM; 310,000 compounds, 0.54% hits; in the data active = inhibition above about 50%
* marks the source's active call; other numbers are inactive results; x = no result given.

SMILES	PfHsp90 set2	Mot1-301 SUMO	Rtt109 HAT inh	C-LANA FP	RTF Ca sens act	dFosB activator	PvdQ acylase	CDK5 p35 inh	Keap1 Nrf2 FP	RTF Ca sens inh	NSD2 HMT inh
O=C(Nc1cccc2cccnc12)c1cccc2ccccc12	-24.3	52.6	-7.8	0.7	1.9	-7.6	3.9	-2.3	-7.2	-9.5	-1.5
O=C(Cn1c(=O)c2cccn2c2cccnc21)N1CCN(c2ccccc2F)CC1	-12.0	0.4	-18.7	0.3	5.6	-7.1	-6.3	1.5	-4.2	-9.0	2.0
Cc1nc(C)c(C(=O)O)c(-c2cccs2)c1C(=O)O	-5.6	7.7	-9.0	-2.3	x	-6.7	-13.9	-0.9	-3.4	x	0.2
COc1ccc(OCCCC(=O)Oc2ccc(OC)cc2)cc1	x	-3.5	-0.6	-1.6	0.1	-11.3	-11.2	1.0	-6.4	0.6	-0.7
c1ccc(Sc2nc(N3CCCCC3)nc(N3CCCCC3)n2)nc1	x	18.9	5.1	3.1	-1.4	0.2	-10.1	2.9	1.5	-1.2	-2.9
Cc1cccc(/C=N/NC(=O)c2cccc([N+](=O)[O-])c2)n1	-33.0	19.0	-5.7	2.3	x	0.1	-6.1	-0.2	-0.3	x	-1.3
Cc1ccc(S(=O)(=O)N(C)C[C@@H]2Oc3c(NS(C)(=O)=O)cccc3C(=O)N([C@H](C)CO)C[C@@H]2C)cc1	36.6	-16.9	1.2	1.8	1.5	-8.5	-12.0	0.1	-2.3	-4.3	x
O=C(O)CCC(=O)N(Cc1cccnc1)Cc1cccc(F)c1	11.8	-10.1	2.3	0.0	3.5	-0.5	-4.8	-0.2	6.5	-9.3	-2.5
CCn1c(-c2ccc(C)cc2)n[nH]c1=S	-9.9	-9.8	10.7	0.1	-5.0	1.7	4.0	1.2	0.3	-5.6	4.7
CCc1cc(Br)ccc1N1C(=O)C2CC=CCC2C1=O (stereo not given)	14.4	-22.9	-10.4	1.1	4.4	0.6	-12.1	1.1	-1.2	8.0	-5.0
O=C(O)c1cccc(N2C(=S)N=C(Nc3ccccc3)C23CCCCC3)c1	-23.6	20.5	-3.6	1.0	-2.6	-3.1	-0.3	0.5	-6.2	-6.9	-0.7
Cc1oc2nc(SCCCC(=O)NCCCO)nc(N)c2c1C	-12.4	-1.1	-0.3	0.5	-4.0	5.5	-10.5	-1.3	5.0	-4.1	-4.4
Cc1cc(C(=O)N/N=C/c2c(C)[nH]n(-c3ccccc3)c2=O)n[nH]1	26.2	3.6	-10.7	-2.0	7.4	-10.6	-3.9	-10.9	-7.3	-2.1	0.9
CCN(CC)S(=O)(=O)c1ccc(N2CCOCC2)c(NC(=O)c2ccccc2F)c1	-25.5	-3.9	-6.3	-1.2	0.9	-4.8	-7.5	-0.3	2.1	-3.2	0.2
CC1CCCN(C(=O)CCNC(=O)c2ccccc2Cl)C1 (stereo not given)	0.7	4.3	-3.9	2.2	-5.2	9.2	-5.2	0.8	1.4	-3.2	-1.2
O=C(/C=C/c1cccnc1)c1cccc(O)c1	-3.8	-4.3	1.8	-1.0	3.4	-7.3	-2.0	2.7	-21.7	-8.1	14.8
CN(C)/C=N/c1nccc(-c2cccs2)n1	27.2	-1.1	3.1	1.4	-2.1	-3.1	-16.2	-0.9	-4.2	-1.8	-1.5
CN(Cc1nccn1C)C(=O)CC1C(=O)NCCN1Cc1cccc(Oc2ccccc2)c1 (stereo not given)	-14.2	14.5	2.2	-0.9	-1.8	-6.2	-6.3	-0.8	-2.7	1.1	-3.4
CCOC(=O)c1c(CN2CCN(C)CC2)n(C)c2cc(Br)c(OC)cc12	27.6	2.0	-9.6	-3.9	-0.3	10.8	1.0	0.0	8.9	0.5	10.0
CC1/C(=C\c2ccc(Cl)cc2)C(=O)C2CC1C2(C)C (stereo not given)	6.6	-5.1	8.7	-0.3	1.6	0.5	-10.4	-0.4	-0.9	3.5	5.1

Brought forward from above: 2 entries; new compounds follow.
SMILES	PfHsp90 set2	Mot1-301 SUMO	Rtt109 HAT inh	C-LANA FP	RTF Ca sens act	dFosB activator	PvdQ acylase	CDK5 p35 inh	Keap1 Nrf2 FP	RTF Ca sens inh	NSD2 HMT inh
CCOC(=O)c1c(CN2CCN(C)CC2)n(C)c2cc(Br)c(OC)cc12	27.6	2.0	-9.6	-3.9	-0.3	10.8	1.0	0.0	8.9	0.5	10.0
CC1/C(=C\c2ccc(Cl)cc2)C(=O)C2CC1C2(C)C (stereo not given)	6.6	-5.1	8.7	-0.3	1.6	0.5	-10.4	-0.4	-0.9	3.5	5.1
O=C(Nc1cccc(S(=O)(=O)N2CCCCC2)c1)c1ccc(N2CCCC2=O)cc1	9.6	-14.0	-4.4	0.7	-2.2	-13.1	-7.2	0.2	-2.5	-3.9	-1.0
Cc1cc(C(=O)NNc2ccc(C)c(C)c2)no1	3.9	235.8	5.8	-0.3	-4.2	-2.0	3.5	0.3	-1.5	1.0	0.0
CC(=O)NS(=O)(=O)c1ccc(NC(=O)c2ccc(S(=O)(=O)N3CCCC3)cc2)cc1	x	11.4	-3.4	-1.3	1.3	1.2	-7.2	1.0	2.8	-8.8	-7.2
C/C(=N\NC(=O)c1cc2c(s1)CCC(C)C2)c1ccc[nH]1 (stereo not given)	0.3	23.5	-3.9	29.1	36.9*	-11.3	-9.2	0.7	-145.4	-29.2	-2.2
CC(C)CCCCCCCCCCCCC(=O)NCC(=O)NC1C(O)C(O)C(Nc2ncnc3nc[nH]c23)OC1C(O)CO (stereo not given)	-10.9	x	11.2	0.3	1.7	-9.6	6.7	1.1	-0.8	-2.6	-0.8
CCOC(=O)c1c(C)[nH]c(=S)c(C#N)c1-c1ccccc1	-27.9	x	-8.5	-0.2	4.1	2.7	-6.4	7.2	-1.1	3.6	0.1
O=C(CNC(=O)c1ccc2c(c1)OCO2)N/N=C(Br)/C=C/c1ccccc1	15.2	-34.7	-6.7	-0.9	0.5	-3.5	-1.2	0.2	0.8	-8.2	-1.6
Cn1cc(CN2CCN(c3ccccc3)CC2)c2ccccc21	-19.9	-21.7	1.2	0.1	-6.9	2.5	-7.1	0.0	-0.9	4.0	2.1
Cc1cc(C)cc(NC(=O)CN2CCN(C(=O)c3cccs3)CC2)c1	9.1	-4.2	1.0	-1.5	4.3	-17.7	-12.4	-1.2	-1.9	3.8	-0.4
CC(/C=C/c1ccc(N(C)C)cc1)=N\N=C(/N)SC1CC(=O)N(c2ccc(C(=O)O)cc2)C1=O (stereo not given)	3.8	12.7	-3.0	0.2	11.2	-8.1	-8.4	1.4	-3.6	-7.5	12.2
NC(=O)COC(=O)c1cc(=O)[nH]c2ccc(S(=O)(=O)Nc3ccc(F)cc3)cc12	-15.5	-13.6	0.1	-0.6	6.3	-17.3	-9.2	-0.7	-1.0	-3.9	-2.8
CCN(CC)CCCN(C)C(=O)Cn1nc(Cc2ccncc2)c2ccccc2c1=O	23.8	-26.8	2.6	-1.4	-9.6	1.3	-2.4	0.7	-0.4	-12.4	16.5
O=C(CCc1ccccc1)Nc1cc(Cl)ccc1O	x	10.1	-6.5	-1.1	4.8	-1.8	-9.3	-0.1	-5.4	5.0	-0.5
CCc1ccc(NC(=O)c2n[nH]c(=O)c3ccccc23)cc1	18.0	653.1	1.5	-1.0	1.3	3.6	-10.1	-2.0	-5.8	-0.1	-4.7
CCc1ccccc1NC(=O)c1cnc2n(c1=O)CCS2	11.9	-1.3	-6.4	0.7	1.0	-7.4	-14.1	-0.4	7.2	-4.5	x
O=C(CSc1ccc(F)cc1)Nc1ccc(Br)cc1	-2.9	33.3	-8.1	0.1	-5.5	1.4	2.8	-0.3	-0.4	-3.1	-2.1
COc1ccc(OCC(=O)N2CCC(n3nccc3NC(=O)C3CC3)CC2)cc1	13.8	-5.3	0.8	-0.4	1.0	2.2	7.1	-0.2	2.2	-3.7	-6.7
O=C(Nc1ccc(N2CCOCC2)cc1)C1CCN(S(=O)(=O)c2ccc3c(c2)OCCO3)CC1	5.8	-0.3	6.8	-2.0	0.8	-8.1	9.7	0.6	-7.5	-4.0	12.3
O=C(O)CSc1nnc(-c2ccc(Cl)cc2Cl)n1-c1ccccc1	1.4	7.8	-1.5	-0.3	1.3	-3.8	-15.6	0.0	-1.7	-10.9	-1.7
CCC(C)(C)n1nnnc1C(c1ccccc1)N1CCN(C2CCCC2)CC1 (stereo not given)	3.2	-22.3	0.7	1.1	-4.0	-1.0	-17.8	1.2	0.4	0.0	1.0
COc1cc(C=O)ccc1Oc1nnnn1-c1ccc(C(N)=O)cc1	2.2	-0.9	-4.0	-0.6	6.3	-2.4	2.6	0.0	-0.9	-7.9	-5.0
O=C(COc1ccc(Br)cc1Br)NNC(=O)c1cccs1	-11.9	44.3	0.7	-1.5	4.9	13.2	-0.8	1.2	3.3	-3.8	x
c1cncc(Nc2c3ccccc3nc3ccccc23)c1	-4.0	-9.0	8.2	22.7	5.0	30.1*	5.8	-1.1	-1.8	0.6	-1.1
O=C(CN1C(=O)C2CCCCC2C1=O)Nc1ccc(OC(F)F)c(Cl)c1 (stereo not given)	-41.6	-16.3	2.3	-1.3	0.6	-10.7	-14.8	-2.0	-2.9	3.8	27.5
CCC(=O)c1ccc(OCC(O)CN2CCN(C(c3ccccc3)c3ccccc3)CC2)cc1 (stereo not given)	1.4	59.5	9.8	-0.7	2.1	10.1	-3.0	-0.6	-1.5	-2.4	-1.5
COc1ccc(CN(Cc2nc3ccccc3c(=O)[nH]2)C(=O)c2ccco2)cc1	-47.4	77.1	9.3	0.1	-3.9	-7.5	-18.8	-2.9	-2.2	-9.4	2.4
CC(C)N(C)CCOC(=O)c1ccccc1Cl	-5.3	16.5	-6.6	-1.6	-3.2	-2.4	2.3	0.3	0.7	12.5	-2.2
COc1ccc(OC)c(N2Cc3ccccc3C2)c1	x	-20.6	1.5	1.4	8.7	-16.9	-8.0	0.4	-2.4	-2.7	0.9
CCCCCCCOc1ccc(C2CC(=O)N(C)C2=O)cc1 (stereo not given)	-29.1	-0.8	8.5	1.7	3.5	-0.4	8.0	0.1	0.3	-6.7	-3.4
O=[N+]([O-])c1ccc(O)c(/C=N/Nc2nc3ccccc3[nH]2)c1	19.6	6.2	21.3	0.6	-2.2	1.8	-7.1	0.6	-5.2	6.5	1.7
O=C(O)COc1ccc(/C=N/n2c(COc3ccccc3)nc3ccccc3c2=O)cc1	15.0	289.7	7.5	-2.3	-1.9	-9.5	-2.0	1.2	-1.1	-17.2	-1.6
COc1ccccc1CNC(=O)C1CCCN1S(=O)(=O)c1cccc2cccnc12 (stereo not given)	18.6	-2.5	-4.5	-0.1	2.2	-8.1	1.1	-0.5	2.4	-5.9	x

Shown as a hit in dFosB activator, of those listed so far:
SMILES,PfHsp90 set2,Mot1-301 SUMO,Rtt109 HAT inh,C-LANA FP,dFosB activator,PvdQ acylase,CDK5 p35 inh,Keap1 Nrf2 FP,NSD2 HMT inh
c1cncc(Nc2c3ccccc3nc3ccccc23)c1,-4.0,-9.0,8.2,22.7,30.1*,5.8,-1.1,-1.8,-1.1
